RmlC RmlD mix = mixture blocks RmlC and RmlD coupled enzyme activity; inhibition, % at 5.5 µM; RmlC/RmlD coupled enzyme inhibition, 384-well mixture HTS; AID 1532; 110,000 compounds, 0.39% hits; in the data active means inhibition above about 30%, passing the limit was not always enough; inconclusive means no clear call, values can overlap the other calls; further: strong numbers were not always called active
HIV RNase H inh = inhibitors of HIV-1 reverse transcriptase RNase H; RT-RNase H RNA/DNA duplex cleavage, fluorescence; inhibition, % at 10 µM; 65,000 compounds, 1.9% hits; AID 565; in the data active means inhibition above about 50%
Starred values were filed as active, the others as inactive. The list is partial (hit frequency here may not be typical).

How did CCCCn1c(SCC(=O)c2ccc3c(c2)OCCO3)nnc1-c1ccco1 do in these assays?
RmlC RmlD mix: 24.2; HIV RNase H inh: -26.6

How did COc1ccc(NC(=O)N(CCCN2CCOCC2)Cc2cccnc2)c(OC)c1 do in these assays?
RmlC RmlD mix: -14.9; HIV RNase H inh: -4.6

How did CC(C)OCCCn1c(=S)[nH]c2cc3c(cc2c1=O)OCO3 do in these assays?
RmlC RmlD mix: 6.6; HIV RNase H inh: -17.1

Results for Cc1ccc(NC(=O)c2c(C)noc2C)cc1 ?
RmlC RmlD mix: 57.3

What do the screens show for `Cc1ccc(S(=O)(=O)CNC(=O)c2ccccc2)cc1`?
RmlC RmlD mix: 15.8; HIV RNase H inh: -6.2

What do the screens show for `Cc1ccc(CNC(=O)c2ccc([N+](=O)[O-])o2)cc1`?
RmlC RmlD mix: -3.6

Results for CCOC(=O)N1CCC(n2c(=S)[nH]c3cc(OCC)c(OCC)cc3c2=O)CC1 ?
RmlC RmlD mix: 0.5; HIV RNase H inh: -8.4

How did O=c1c2ccccc2oc2nc3ccn(Cc4ccncc4)c(=O)c3cc12 do in these assays?
RmlC RmlD mix: inconclusive

How did CCN(CC)C(=O)CSc1nc2ccccc2c(=O)n1OC(C)C do in these assays?
RmlC RmlD mix: -9.9

What do the screens show for `Cc1c(C(=O)Nc2ccc3c(c2)OCCO3)sc2nc(-c3ccccc3)cn12`?
RmlC RmlD mix: 2.1; HIV RNase H inh: -9.0

How did CCOC(=O)c1c(CN2CCN(CCO)CC2)n(C)c2cc(Br)c(OC)cc12 do in these assays?
RmlC RmlD mix: 13.9; HIV RNase H inh: 0.5

How did CC(C)CCn1c(Sc2nc3ccccc3s2)nc2c1c(=O)[nH]c(=O)n2C do in these assays?
RmlC RmlD mix: 3.2; HIV RNase H inh: 1.1

What do the screens show for `CCOc1ccc(-c2cc(N)n(S(=O)(=O)c3ccc(OC)c(OC)c3)n2)cc1`?
RmlC RmlD mix: 2.2

What do the screens show for `CC1CCC(NC(=O)Cn2c(=O)[nH]c3ccsc3c2=O)CC1` (configuration not stated)?
RmlC RmlD mix: -8.8; HIV RNase H inh: -9.4

How did O=C(N1CCOCC1)N1CCN(c2nc(-c3ccc(F)cc3)cs2)CC1 do in these assays?
RmlC RmlD mix: -3.2; HIV RNase H inh: 9.3

Results for CC1(C)CC(C(CC(=O)O)c2ccccc2)CCO1 (configuration not stated) ?
RmlC RmlD mix: 22.2; HIV RNase H inh: -6.5

What do the screens show for `Cn1c(=O)c(C(=O)CSc2nncs2)c(N)n(Cc2ccccc2)c1=O`?
RmlC RmlD mix: -14.3; HIV RNase H inh: -3.4

How did COc1ccccc1N1C(=O)CCC1(C#N)c1ccccc1 (configuration not stated) do in these assays?
RmlC RmlD mix: -18.0; HIV RNase H inh: -16.5

How did Cc1ccccc1OCC(=O)OC1CCN(C)CC1 do in these assays?
RmlC RmlD mix: 7.8

Results for O=C(CSc1nnc(-c2ccccn2)n1-c1ccc(Cl)cc1)Nc1ccc2c(c1)OCO2 ?
RmlC RmlD mix: -10.2

How did COC(=O)c1ccc(C2C(C#N)=C(N)Oc3cc(C)n(C)c(=O)c32)cc1 (configuration not stated) do in these assays?
RmlC RmlD mix: 15.2; HIV RNase H inh: -0.1

What do the screens show for `Cn1c(=N)n(CC(=O)O)c2ccccc21`?
RmlC RmlD mix: 10.5; HIV RNase H inh: -4.8

Results for CC1CCCN(CC(O)CN)C1 (configuration not stated) ?
RmlC RmlD mix: -14.9

Results for CN1C(=O)c2cccc(N(C)C)c2C1=O ?
RmlC RmlD mix: -5.1; HIV RNase H inh: -14.4

How did COc1cc(S(=O)(=O)Nc2c(C)cc(C)cc2C)ccc1Cl do in these assays?
RmlC RmlD mix: -10.0

How did CC1(C)Cc2c(sc(NC(=O)c3ccco3)c2C(=O)O)CO1 do in these assays?
RmlC RmlD mix: -12.8

What do the screens show for `CN(C)CCCNc1oc(-c2ccc(Cl)cc2)nc1C#N`?
HIV RNase H inh: -39.7

What do the screens show for `O=C1CC(c2ccccc2)Oc2cc(O)cc(O)c21` (configuration not stated)?
RmlC RmlD mix: 11.3

Results for COc1ccc(NC(=O)c2ccccc2NC(=O)c2ccco2)c(OC)c1 ?
RmlC RmlD mix: -3.9; HIV RNase H inh: -4.2

Results for O=C(O)C1CC=CCC1C(=O)NC12CC3CC(CC(C3)C1)C2 (configuration not stated) ?
RmlC RmlD mix: -8.8; HIV RNase H inh: 2.0

Results for CC(=O)Oc1cc2cccc(OC(C)=O)c(=O)c2c(OC(C)=O)c1OC(C)=O ?
RmlC RmlD mix: -3.4

How did O=C(Cn1cc2c(n1)CCCC2)NCCCN1CCN(C2CCCCC2)CC1 do in these assays?
RmlC RmlD mix: inconclusive; HIV RNase H inh: -9.5

How did CCn1cc(C(C)NC(=O)COc2ccc(Cl)cc2C)c(C)n1 (configuration not stated) do in these assays?
RmlC RmlD mix: -11.0; HIV RNase H inh: 1.7

Results for Cn1c(OCc2cccnc2)nc2c1c(=O)n(Cc1ccc(Br)cc1)c(=O)n2C ?
RmlC RmlD mix: -5.2; HIV RNase H inh: -20.7

Results for CC(=O)N1CCC2(CC1)CC(=O)c1cc(Cl)ccc1O2 ?
RmlC RmlD mix: -10.0

How did CSc1cc(C)n(-c2ccccc2)c(=S)c1C(C)=O do in these assays?
RmlC RmlD mix: 7.5

What do the screens show for `O=C(NCc1ccco1)Nc1ccc(Br)cc1Cl`?
RmlC RmlD mix: -11.6; HIV RNase H inh: -3.6

What do the screens show for `Cc1cc(N2CCN(C3CCCC3)CC2)n2ncc(-c3ccccc3)c2n1`?
HIV RNase H inh: -4.1

Results for CC(c1cccs1)N(C(=O)Nc1ccccc1)C1CCCCC1 (configuration not stated) ?
RmlC RmlD mix: 11.0

Results for O=S1(=O)C=CC(Nc2cccc(Cl)c2)C1 (configuration not stated) ?
RmlC RmlD mix: 0.1; HIV RNase H inh: -3.7

What do the screens show for `Cc1ccccc1C(=O)NN(C)c1nc2ccccc2nc1C(F)(F)F`?
RmlC RmlD mix: 11.2

How did Nc1ncnc2c1ncn2[C@H]1C[C@H](O)[C@@H](COP(=O)(O)O)O1 do in these assays?
RmlC RmlD mix: 5.5

What do the screens show for `Cc1ccccc1OCc1nc2ccc(S(=O)(=O)N3CCOCC3)cc2[nH]1`?
RmlC RmlD mix: -12.8

What do the screens show for `CCCCNC(=S)Nc1ccccc1F`?
RmlC RmlD mix: -9.1

What do the screens show for `Cn1sc(NC(=O)c2ccccc2)nc1=O`?
RmlC RmlD mix: -5.6

How did CCc1ccccc1NC(=O)CSc1nnc(Cn2nnc3ccccc32)n1C do in these assays?
RmlC RmlD mix: 7.7

Results for COc1cccc(Cn2cnc3c(NS(=O)(=O)c4ccc(Cl)cc4)c(C)c(C)cc32)c1 ?
RmlC RmlD mix: -0.3

What do the screens show for `CCC(CCC(=O)Nc1cccc(C(=O)O)c1)C(=O)O` (configuration not stated)?
RmlC RmlD mix: -7.3; HIV RNase H inh: -4.1

How did COc1ccccc1C(=O)N/C(=C/c1ccccc1)C(=O)NC(CCSC)C(=O)O (configuration not stated) do in these assays?
RmlC RmlD mix: -9.6

Results for CCC(C(=O)N1CCN(c2cccc(Cl)c2)CC1)c1ccccc1 (configuration not stated) ?
RmlC RmlD mix: 5.0; HIV RNase H inh: -20.4

How did O=C(NCc1ccco1)c1cc(-c2ccncc2)nc2ccccc12 do in these assays?
RmlC RmlD mix: 5.3; HIV RNase H inh: -2.3

What do the screens show for `Cc1cccc(N=C2NC(=O)CS2)c1C`?
RmlC RmlD mix: -4.9; HIV RNase H inh: -0.3

How did COc1cc(C(=O)Sc2ccc(Cl)cc2)cc(OC)c1OC do in these assays?
RmlC RmlD mix: 10.5

How did Cc1cccnc1NC(=O)CSc1nnc(Cc2ccccc2)o1 do in these assays?
RmlC RmlD mix: 9.9

How did O=C(NC1CCCCC1)C(c1ccccc1)N(Cc1ccc2c(c1)OCO2)C(=O)c1cnsn1 (configuration not stated) do in these assays?
RmlC RmlD mix: 13.6

Results for CCCCC(c1nnnn1C1CCCC1)N1CCN(C2CCCCC2)CC1 (configuration not stated) ?
RmlC RmlD mix: -14.1; HIV RNase H inh: -5.2

How did Cc1ccc(OCC(=O)NNC(=O)c2cccnc2)cc1 do in these assays?
RmlC RmlD mix: 1.6

What do the screens show for `CN(C)c1ccc(CNC2CC(C)(C)NC(C)(C)C2)cc1`?
RmlC RmlD mix: 5.2; HIV RNase H inh: -4.8

Results for COc1ccc(C2CCCN2C(=O)Nc2ccc(F)cc2)cc1OC (configuration not stated) ?
HIV RNase H inh: -2.7

Results for N#Cc1c(-c2ccccc2)ccn(Cc2cccc(Cl)c2)c1=O ?
RmlC RmlD mix: -15.7

What do the screens show for `CC12CCC(C(=O)Nc3cccc(NC(=O)C45CCC(C)(C(=O)O4)C5(C)C)n3)(OC1=O)C2(C)C`?
RmlC RmlD mix: 4.5; HIV RNase H inh: -2.3

Results for Cc1ccccc1NC(=O)N1CCCC1C(=O)NCc1cccs1 (configuration not stated) ?
RmlC RmlD mix: 6.0

What do the screens show for `COCC(C)NCc1ccccc1C` (configuration not stated)?
RmlC RmlD mix: -94.4; HIV RNase H inh: -9.0

What do the screens show for `CN1CCN(C(=O)c2ccc(N(Cc3ccccc3Cl)S(C)(=O)=O)cc2)CC1`?
RmlC RmlD mix: 6.4; HIV RNase H inh: -12.6

What do the screens show for `COc1ccc(OC)c(CNC(=O)C2CCCN(C(=O)N(C)C)C2)c1` (configuration not stated)?
RmlC RmlD mix: 7.3; HIV RNase H inh: -8.4

Results for CCn1cc(SCC(=O)Nc2cc(C)on2)c2ccccc21 ?
RmlC RmlD mix: -1.9; HIV RNase H inh: -17.5

What do the screens show for `Nc1nc(CN2CCCCCC2)nc(Nc2ccccc2)n1`?
RmlC RmlD mix: 8.9

How did CNS(=O)(=O)c1cccc(C(=O)Nc2cccc(Cl)c2)c1 do in these assays?
RmlC RmlD mix: 3.6

What do the screens show for `CCOC(=O)c1nnc(-c2ccc(C)cc2)nc1Oc1ccc(Cl)cc1Cl`?
RmlC RmlD mix: -11.5

Results for COc1ccccc1/C=C/C(=O)c1c2c(c(C)[nH]c1=O)CCCC2 ?
RmlC RmlD mix: 12.8

Results for c1cncc(CNC2=NCCC2)c1 ?
RmlC RmlD mix: -11.1; HIV RNase H inh: -1.9

How did CCc1cc2c(=O)c(Oc3ccccc3F)c(C)oc2c(CN(C)C)c1O do in these assays?
RmlC RmlD mix: 72.5*; HIV RNase H inh: 3.4

What do the screens show for `Cc1occc1C(=O)Nc1nnc(C(F)(F)F)s1`?
RmlC RmlD mix: 6.9; HIV RNase H inh: 1.5

How did CC1(C)CCc2c([nH]c3ccccc3c2=O)O1 do in these assays?
RmlC RmlD mix: -15.4

Results for Cc1cc(NC(=O)c2cc(-c3ccccn3)nc3ccccc23)no1 ?
RmlC RmlD mix: -10.6; HIV RNase H inh: 1.3

Results for CCCN(CCC)S(=O)(=O)c1ccc(C(=O)Nc2nnc(-c3cc(OC)cc(OC)c3)o2)cc1 ?
HIV RNase H inh: 53.4*

What do the screens show for `Cc1ccc([C@@H]2C3COCC=C3C(C#N)=C(N)C2(C#N)C#N)o1` (some centres not stated)?
RmlC RmlD mix: -0.9; HIV RNase H inh: 6.9

Results for Cc1ccc(N2C(=O)c3ccc(N)cc3C2=O)cc1C ?
RmlC RmlD mix: 7.1; HIV RNase H inh: -15.1

Results for Cc1ccc(OCC(=O)NC2CCCC2)c(C)c1 ?
RmlC RmlD mix: -13.5

What do the screens show for `CCn1c(C)nc2c1C(=O)c1ccccc1C2=O`?
RmlC RmlD mix: -6.2

Random excerpt: 2 compounds from above
Results for Cc1cc(NC(=O)c2cc(-c3ccccn3)nc3ccccc23)no1 ?
RmlC RmlD mix: -10.6; HIV RNase H inh: 1.3

What do the screens show for `CCOC(=O)c1nnc(-c2ccc(C)cc2)nc1Oc1ccc(Cl)cc1Cl`?
RmlC RmlD mix: -11.5

(listing goes on)
What do the screens show for `CC1NC2(C(=O)N(Cc3ccccc3)c3ccccc32)C2C(=O)N(c3ccccc3)C(=O)C12` (configuration not stated)?
RmlC RmlD mix: -9.6; HIV RNase H inh: -0.6

Results for COc1ccc2nc(NC(=O)C3CCN(S(=O)(=O)c4cccs4)CC3)sc2c1 ?
RmlC RmlD mix: -12.1

What do the screens show for `Nc1c(N2CCOCC2)cc(Cl)c2nonc12`?
RmlC RmlD mix: 4.7; HIV RNase H inh: -11.8

How did CCC(C)Cn1c(C)nc2ccccc21 (configuration not stated) do in these assays?
RmlC RmlD mix: 1.3; HIV RNase H inh: -50.4

How did Cc1cc(C)cc(NC(=O)C2CCCN(S(=O)(=O)c3cnc[nH]3)C2)c1 (configuration not stated) do in these assays?
RmlC RmlD mix: -8.7; HIV RNase H inh: 0.5

Results for O=C(Nc1ccc(-c2csc(-c3ccccc3)n2)cc1)c1ccccc1Cl ?
RmlC RmlD mix: 11.0

How did CCOC(=O)N1CCC(NC(=O)CS(=O)(=O)Cc2nc(-c3ccccc3C)oc2C)CC1 do in these assays?
RmlC RmlD mix: -20.2; HIV RNase H inh: 0.1

Results for Cc1nc2ccccc2c(=O)n1CCCO ?
RmlC RmlD mix: -14.9; HIV RNase H inh: -4.7

Molecules listed so far containing fluorine:
How did O=C(N1CCOCC1)N1CCN(c2nc(-c3ccc(F)cc3)cs2)CC1 do in these assays?
RmlC RmlD mix: -3.2; HIV RNase H inh: 9.3

What do the screens show for `Cc1ccccc1C(=O)NN(C)c1nc2ccccc2nc1C(F)(F)F`?
RmlC RmlD mix: 11.2

What do the screens show for `CCCCNC(=S)Nc1ccccc1F`?
RmlC RmlD mix: -9.1

Results for COc1ccc(C2CCCN2C(=O)Nc2ccc(F)cc2)cc1OC (configuration not stated) ?
HIV RNase H inh: -2.7

How did CCc1cc2c(=O)c(Oc3ccccc3F)c(C)oc2c(CN(C)C)c1O do in these assays?
RmlC RmlD mix: 72.5*; HIV RNase H inh: 3.4

What do the screens show for `Cc1occc1C(=O)Nc1nnc(C(F)(F)F)s1`?
RmlC RmlD mix: 6.9; HIV RNase H inh: 1.5
